IL1B cytotox: toxic to HUVEC cells under IL-1B stimulation. AID 845. cell count reduction, % at 2 µM. 94,000 compounds, 0.41% hits. HUVEC cell count loss, Hoechst imaging, IL-1B stimulated;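 active = cell count reduction more than 3 SD above the screen-wide mean, cut at about 70% in these data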;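 also: normalized per plate to untreated control cells as the no-loss baseline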
F-actin modifier: alters cytoskeleton assembly in HUVEC cells; AID 836; HUVEC TNFa F-actin phalloidin imaging, high content; inhibition, % at 2 µM; 91,000 compounds, 0.18% hits;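 active = inhibition above the batch mean plus 3 SD and confirmed as a hit by visual image inspection, cut at about 30% in these data, passing the limit was not always enough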; also: strong numbers were not always called active
PTK2B oligo ant: antagonists of human Pyk2 oligomerization. Q14289. Q293 cells, Pyk2 FERM NanoBiT luminescence; hits give low values. z-score (the deposit names both 25 µM and 10 µM). 99,000 compounds, 0.83% hits. AID 1347419;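 active = Z-score of -3 or lower, scaled per plate to the spread of control and sample wells; inactive = z-score above -3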;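 also: negative z-score means lost luminescence so less FERM oligomerization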
VCAM1 TNFa inh: reduces TNF alpha induced VCAM1 expression in HUVEC; 95,000 compounds, 0.48% hits; HUVEC TNFa-induced VCAM-1 immunofluorescence, high-content imaging; inhibition, % at 2 µM;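 active = inhibition above the batch mean plus 3 SD, with images confirmed as a hit by eye, cut at about 37% in these data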;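 also: 0% = TNF-stimulated DMSO wells and 100% = unstimulated control wells; not every result past the cut was called active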
LYP act: activators of human LYP (PTPN22) phosphatase | Q9Y2R2 | recombinant LYP, DiFMUP fluorescence; 0 = plate median, 100 = signal doubled | activation, % at 2 µM | 96,000 compounds, 0.11% hits;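 active = activation at 2 µM above a set limit, the mean plus 5 SD, cut at about 37% in these data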
ERa coact inh: ER-alpha (human) coactivator binding inhibition | P03372 | TR-FRET ER-alpha LBD / SRC-1 peptide, estradiol-bound | inhibition, % at 25.6 µM | 86,000 compounds, 1.7% hits; in the data active = inhibition above about 50%;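 also: 0% = receptor plus peptide control and 100% = peptide only without receptor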
Target sequence (P03372 whole entry, looked up, the tested form may be a part): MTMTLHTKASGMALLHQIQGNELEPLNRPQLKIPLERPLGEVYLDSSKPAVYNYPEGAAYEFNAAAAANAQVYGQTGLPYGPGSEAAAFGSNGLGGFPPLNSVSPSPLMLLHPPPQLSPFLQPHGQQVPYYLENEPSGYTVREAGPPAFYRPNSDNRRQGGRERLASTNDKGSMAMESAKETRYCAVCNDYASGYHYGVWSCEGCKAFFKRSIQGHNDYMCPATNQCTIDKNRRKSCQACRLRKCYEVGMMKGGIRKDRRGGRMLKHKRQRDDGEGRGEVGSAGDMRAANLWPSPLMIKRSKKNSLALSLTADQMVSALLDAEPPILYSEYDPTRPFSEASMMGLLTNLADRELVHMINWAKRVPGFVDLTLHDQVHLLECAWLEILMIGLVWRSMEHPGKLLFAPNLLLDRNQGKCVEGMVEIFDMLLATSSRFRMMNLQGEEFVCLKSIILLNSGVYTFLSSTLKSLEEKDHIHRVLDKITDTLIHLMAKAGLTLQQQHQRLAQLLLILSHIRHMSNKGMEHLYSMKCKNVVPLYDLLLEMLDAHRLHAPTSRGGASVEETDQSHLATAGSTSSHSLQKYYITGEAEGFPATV
TNFa cytotox: toxic to HUVEC cells under TNF alpha stimulation. AID 848. cell count reduction, % at 2 µM. 93,000 compounds, 0.17% hits. HUVEC TNFalpha-stimulated, Hoechst cell count, imaging;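 active = cell count reduction exceeding the screen mean by over 5 SD, scaled to untreated wells per plate, cut at about 78% in these data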;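 also: cells counted after 24 h of TNF alpha exposure following the 1 h pretreatment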
PTPN22 inh 2: blocks human PTPN22 phosphatase activity; recombinant LYP catalytic domain, DiFMUP fluorescence; inhibition, % at 2 µM; 96,000 compounds, 0.21% hits; AID 640;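 active = inhibition at 2 µM at or above a set limit, the screen mean plus 3 SD, cut at about 24% in these data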;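 also: 0% = DMSO with enzyme and 100% = enzyme fully blocked by orthovanadate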
FAK inh: inhibitors of human focal adhesion kinase; 97,000 compounds, 0.84% hits; inhibition, %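 (tested at 7 µM)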; Q05397; biochemical FAK kinase activity assay; in the data active = inhibition above about 19%;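 also: 0% = DMSO and 100% = reference compound high control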
Active calls of the source: *; . = no result given; [ ] = dose if it differs, or a comment.

SMILES,IL1B cytotox,F-actin modifier,PTK2B oligo ant,VCAM1 TNFa inh,LYP act,ERa coact inh,TNFa cytotox,PTPN22 inh 2,FAK inh
COc1ccc(NC(=O)Nc2ccc3nc(C)c(C)nc3c2)cc1,-1.4,13.6,-1.03,-23.2,-12.9,2.6,5.4,14.8,-0.4
Cn1c2ccccc2c2cc(C(=O)OCC(=O)N3CC(=O)Nc4ccccc43)sc21,-11.8,-3.8,-0.59,-23.7,-4.6,-1.1[fluorescence artefact?],-68.8,2.9,-8.5
Cc1cc(C)nc(N2CCC(C(=O)NCc3ccccc3)CC2)n1,-15.8,9.2,0.26,16.7,8.5,2.1,-37.8,-8.6,0.1
Cc1ccccc1NC(=O)CC1S/C(=N/c2nccs2)N(C)C1=O (configuration not stated),-44.6,-3.6,0.53,23.5,5.0,-5.4,-4.9,-7.8,2.5
O=C(CN1C2CCC1CC(NC(=O)NC1CCCCC1)C2)NC1CC1 (configuration not stated),8.5,6.5,0.06,-20.4,-3.6,-12.1,-12.4,1.8,0.4
CCCCNC(=S)NNC(=O)c1nn(C)c(C)c1Cl,-32.8,3.7,0.72,-2.6,12.4,-0.3[fluorescence artefact?],.,-11.7,-0.2
COc1ccc(CCCC(=O)NC2CCCCC2C)c(C)c1 (configuration not stated),.,12.3,1.37,6.2,9.1,.,-10.4,-3.5,1.3
Cn1c(=O)c2cc(S(=O)(=O)NC(C(=O)N3CCCCCC3)c3ccccc3)ccc2n(C)c1=O (configuration not stated),-13.0,9.0,.,3.2,9.8,-2.6,-15.9,-10.4,-5.3
CC1(C)Cc2c(sc3c2C(=O)N(c2ccccc2)C2=NCCCN23)CO1,3.1,-27.0,1.09,-39.8,-6.2,-0.4[fluorescence artefact?],-37.2,4.3,0.6
Cc1cc(NC(=O)c2cccc(N3C(=O)CCC3=O)c2)no1,4.3,42.7,0.12,10.2,1.4,-2.6,-37.5,-4.9,0.4
Brc1ccc(C2=Nn3c(nnc3-c3ccncc3)SC2)cc1,-14.0,-2.1,.,-11.6,-6.3,16.9[fluorescence artefact?],-15.6,9.2,0.1
O=C(CSc1ncccn1)NCc1ccccc1Cl,-12.4,12.6,0.21,13.4,9.1,.,-31.0,-11.4,-2.7
CCOc1nc(-c2ccccc2Cl)ccc1C#N,-16.9,-15.9,-0.63,21.7,8.7,.,-64.0,-2.1,-1.8
CC(c1ccco1)N(C(=O)C12CC3CC(CC(C3)C1)C2)c1ccccn1 (configuration not stated),-5.9,2.9,0.43,8.3,6.0,-3.3,-9.7,-5.6,-0.3
O=C(Nc1ccc2c(c1)OCO2)C1CC(c2ccc(Cl)cc2)=NO1 (configuration not stated),-16.0,12.9,0.64,-6.9,6.3,9.8,0.3,-2.0,-4.2
CC(C)C1C(C#N)=C(N)Oc2n[nH]c(C(C)(C)C)c21 (configuration not stated),-22.5,-1.5,-1.62,-0.9,5.9,-5.6,-21.8,-8.8,7.1
COC(=O)c1cccc(NC(=O)c2ccc(S(=O)(=O)N3CCN(C)CC3)cc2)c1,-10.0,18.3,-0.16,-1.7,2.4,4.7,-14.7,-3.8,4.1
COC(=O)c1nonc1NCn1nnc2ccccc21,-16.3,-5.5,1.53,-7.4,3.2,3.6,-26.8,-0.7,-3.9
CCOC(=O)c1cnn(-c2nc(CC)nc3sc4c(c23)CCC4)c1N,-30.1,-11.2,-0.85,91.9*,-10.7,-15.4,76.5,8.1,8.1
CCOC(=O)c1c(-c2ccccc2)nc2ccc(Cl)cn12,-14.7,.,-0.49,1.6,5.2,.,-2.7,-3.4,-2.3
CCOC(=O)C1(C)/C(=N/Nc2ccccc2)C(=O)C(=O)N1c1ccccc1 (configuration not stated),3.9,-4.7,-0.52,1.3,-4.9,-11.9,-11.1,4.8,-2.5
Cc1ccccc1SCc1noc(C(=O)NC(C)C)c1C(=O)O,20.8,-9.3,.,-4.3,-4.4,.,6.5,7.4,6.8
COc1nc(NCc2ccco2)nc(NC2CCCCC2)n1,-1.8,3.2,-1.13,-18.9,-7.2,-3.5[fluorescence artefact?],-30.1,8.7,-0.1
COc1ccc(/C(O)=C2/C(=O)C(=O)N(CCN3CCOCC3)C2c2cccnc2)cc1OC (configuration not stated),-19.1,12.6,1.17,-14.4,-4.9,-27.2[fluorescence artefact?],-13.2,4.5,-0.5
Cc1noc(NS(=O)(=O)c2ccc(N3CC(O)=C(c4ccccc4)C3=N)cc2)c1C,-24.6,1.7,-0.65,-12.1,11.0,.,-2.2,-11.4,-3.3
COc1ccccc1CNC(=O)C1CCN(S(=O)(=O)N2CCCCC2)CC1,16.0,7.1,0.34,31.0,-9.0,0.9,41.9,4.3,6.3
COc1cc(CC(=O)NCCc2ccc(OCc3ccccc3)cc2)c([N+](=O)[O-])cc1OC,17.3,-2.1,2.72,-3.9,-3.7,.,-6.1,2.3,-1.8
C=CCOc1cccc(C2/C(=C(/O)c3ccc(C)cc3)C(=O)C(=O)N2CCN2CCOCC2)c1 (configuration not stated),-43.8,9.7,0.52,-3.0,-6.1,-8.6,-59.8,3.7,-4.3
O=C1CC(=C2c3ccccc3-c3ccccc32)C(=O)N1CCN1CCN(c2ccccc2)CC1,-20.2,11.9,-0.57,5.9,-10.0,0.3,0.0,10.5,1.9
Cc1csc(NC(=O)CSc2nnc(-c3ccncc3)n2C)n1,0.5,-54.9,0.78,-6.1,2.3,-5.0,15.7,-4.7,-2.8
CC(C)(C)c1ccc(CN2N=Nc3ccccc3S2(=O)=O)cc1,24.4,2.0,0.59,0.2,-4.6,5.7,-5.2,8.5,7.0
N#Cc1c(NC(=O)CCN2C(=O)c3ccccc3C2=O)oc(-c2ccccc2)c1-c1ccccc1,-2.2,-4.0,0.38,-2.6,0.7,.,-5.2,-2.9,6.4
COc1cccc(CC(NC(C)=O)C(=O)NC2CCN(c3c4c(nc5ncnn35)CCC4)CC2)c1 (configuration not stated),11.1,-23.4,0.29,-3.4,-1.2,22.8,-20.2,-4.0,-1.1
CCOc1cc(C(=S)N2CCOCC2)ccc1OS(=O)(=O)c1ccc(NC(C)=O)cc1,-16.6,3.3,0.22,2.6,7.0,.,11.1,-4.8,-2.4
CCC(=O)Nc1ccc(N2CCN(Cc3ccccc3F)CC2)cc1,10.5,-14.9,-0.25,-11.1,2.3,-4.4,-3.3,-5.7,5.4
COc1ccc(-c2nnc(NC(=O)C(C)C)s2)c(OC)c1,13.1,2.2,.,11.0,0.2,14.8[fluorescence artefact?],-21.8,-3.1,-1.4
O=C1CSC(=O)N1CC(O)COc1ccc(Cl)cc1 (configuration not stated),-5.1,-4.3,0.73,7.5,8.4,-19.3,-10.6,-10.7,1.1
Cn1c(CCCNC(=O)c2ccccc2)nc2ccccc21,5.7,15.3,0.37,10.4,-14.2,-3.3,-8.0,11.0,-1.1
O=C1Oc2ccccc2C2(O)C3CCCCCC3C12 (configuration not stated),-1.3,-6.6,-0.36,10.2,-8.0,.,3.7,9.9,-5.5
COc1ccc(C(c2sc3nc(C)nn3c2O)N2CCCCC2)cc1 (configuration not stated),-14.0,-11.9,.,12.3,0.2,-1.1[fluorescence artefact?],-27.1,-1.2,2.0
O=C(Cn1nnc2c(cnn2-c2ccc(F)cc2)c1=O)OC1CCCCC1,35.7,30.2,1.47,5.1,9.0,-13.5,-13.1,-10.5,1.5
COc1ccccc1-c1nnc(SCC(=O)Nc2ccccc2)o1,10.4,-15.6,-0.36,-5.0,-0.7,2.1,2.7,0.0,1.1
CC(C)c1ccc(NC(=O)COc2ccc(S(=O)(=O)N3CCOCC3)cc2)cc1,-11.4,6.8,1.21,-11.1,-3.0,.,13.4,1.4,-0.6
C=CCN(CC=C)C(=O)c1ccncc1,-2.5,-9.1,-0.47,26.6,1.0,-11.0,5.0,2.3,-1.6
Cc1sc2nc3c(C(=O)N4CCN(c5ccccn5)CC4)cccn3c(=O)c2c1C,-8.8,3.9,.,17.6,0.2,.,-17.6,-4.1,-3.2
CCCCn1c2c(c(=O)n(C)c1=O)C(CC(=O)OCC(=O)Nc1cccc(C(F)(F)F)c1)C(=O)N2 (configuration not stated),0.3,-2.0,-0.37,-18.2,-7.7,-7.4,-25.5,7.8,-3.0
O=C(CC(O)(c1ccccc1)C(F)(F)F)c1cccs1 (configuration not stated),2.2,-12.0,-0.47,11.1,0.5,-10.2,-11.8,-0.5,-1.5
Cn1c(Cn2nnc(-c3ccccc3)n2)nnc1SCc1ccccc1Cl,-3.4,-12.0,-0.72,12.1,-0.5,-1.6,10.8,1.4,3.5
N#Cc1c(N)nc2c(c1N)CC(COc1ccccc1)O2 (configuration not stated),-33.3,16.3,0.94,16.0,10.1,.,-6.6,-6.5,0.9
CC(C)OCCCN1CN(S(=O)(=O)c2ccc(Cl)cc2)c2nc3ccccc3nc21,-16.0,.,0.84,19.8,1.9,-3.8,2.7,-0.1,-5.2

New compounds follow:
SMILES,IL1B cytotox,F-actin modifier,PTK2B oligo ant,VCAM1 TNFa inh,LYP act,ERa coact inh,TNFa cytotox,PTPN22 inh 2,FAK inh
c1ccc(-c2nc(N3CCN(c4ccccc4)CC3)nc(-n3ccnc3)n2)cc1,0.0,7.1,-1.73,-17.9,-5.8,82.7*[fluorescence artefact?],-0.5,7.0,3.6
O=C(CSc1nnnn1-c1ccccc1)Nc1ccc(Cl)cc1,-3.4,-14.9,-0.26,13.4,-2.4,.,3.7,6.6,0.1
CCc1ccc(-c2nc(CN3CCC(C(=O)N4CCN(c5ccccc5)CC4)CC3)c(C)o2)cc1,-3.1,33.0,-0.17,16.9,4.1,3.4,-15.2,-6.2,1.9
COc1cc(Cl)c(C)cc1NC(=O)COC(=O)/C=C/c1c(C)nn(C2CCS(=O)(=O)C2)c1Cl (configuration not stated),-80.9,5.6,1.1,3.0,-1.6,2.5,-3.9,1.1,1.7
COc1ccc(/C=N/NS(=O)(=O)c2ccc(C)cc2)cc1OC(=O)c1ccc(C)cc1,19.1,-24.9,-0.64,-15.1,-1.6,.,6.9,4.3,0.9
CCN(CCO)c1ncnc2c1sc1nc(CC(C)C)c3c(c12)CC(C)(C)OC3,.,-10.9,-1.56,-13.3,5.9,27.1,3.5,-8.7,5.7
CCN(CC)c1ccc(NC(=O)c2cccc(C)c2OC)c(C)c1,-6.1,-2.2,-0.1,24.3,10.5,-9.0[fluorescence artefact?],-6.9,-7.5,-4.8
CC(=O)C1=C(C)NC(=O)NC1c1cccc(O)c1 (configuration not stated),23.9,-8.6,-0.3,-4.9,-16.2,9.5,16.0,11.8,-2.0
Cc1ccc(C2CCN(C(=O)Nc3ccccc3)C2)cc1 (configuration not stated),-6.2,-9.0,0.69,-7.3,5.7,8.5,5.6,-8.6,2.7
CCN(CC)C(=O)C1CCCN(c2ccc([N+](=O)[O-])cc2/C=N/NC(=O)c2cccc(Br)c2)C1 (configuration not stated),8.5,4.4,-0.39,0.5,-2.4,.,-22.2,4.5,13.9
N#CCSc1nnc(CNc2ccc(F)cc2)o1,23.8,-7.9,-0.08,11.3,0.0,16.2,5.7,0.1,2.0

Gathered by group, the entries above with a furan ring, fused or not (3)
SMILES,IL1B cytotox,F-actin modifier,PTK2B oligo ant,VCAM1 TNFa inh,LYP act,ERa coact inh,TNFa cytotox,PTPN22 inh 2,FAK inh
CC(c1ccco1)N(C(=O)C12CC3CC(CC(C3)C1)C2)c1ccccn1 (configuration not stated),-5.9,2.9,0.43,8.3,6.0,-3.3,-9.7,-5.6,-0.3
COc1nc(NCc2ccco2)nc(NC2CCCCC2)n1,-1.8,3.2,-1.13,-18.9,-7.2,-3.5[fluorescence artefact?],-30.1,8.7,-0.1
N#Cc1c(NC(=O)CCN2C(=O)c3ccccc3C2=O)oc(-c2ccccc2)c1-c1ccccc1,-2.2,-4.0,0.38,-2.6,0.7,.,-5.2,-2.9,6.4

Screening data from PubChem.
